Sm TGR block – blocks Schistosoma mansoni thioredoxin glutathione reductase. AID 485364. purified TGR, DTNB reduction, TNB absorbance 405 nm. 360,000 compounds, 3% hits. Q962Y6. Potency, µM (titrated, usually from 114 µM), inactives show at the highest dose activity change, negative = inhibition, most hits filed as inhibitors; also: potency is read from the fitted curve at half-maximal effect; nearly all actives have a fitted effect of over 60% in size
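TGR 20 nM + NADPH 100 uM (dispensed conc.), cpd preinc 15 min RT; start with NADPH (500 uM addition) then DTNB (15 mM addition). Kinetic TNB absorbance, 405 nm filter. Four-parameter Hill fit across titration.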
HCV inh – inhibitors of hepatitis C virus infection; 340,000 compounds, 3.4% hits; Potency, µM (highest dose often 41.8 µM), without a hit: at the highest dose activity change, negative = inhibition, usual class: inhibitors; Huh7.5.1 HCVcc-Cre infection, luciferase reporter, 44 h; also: potency is read from the fitted curve at half-maximal effect
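Antiviral activity was scored by luciferase reporter output from cells infected with HCVcc-Cre (~0.5 moi) in presence of compound, 44 h infection period, cells seeded 1,000/well 4 h prior.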
Giardia FBPA inh – blocks Giardia fructose-bisphosphate aldolase activity; AID 2451; purified Giardia FBPA; A8B2U2; 290,000 compounds, 0.71% hits; Potency, µM (series often up to 59.6 µM), for inactives: at the top dose activity, negative = inhibition, usual class: inhibitors; also: potency is read from the fitted curve at half-maximal effect; nearly all actives have a fitted effect of over 55% in size
Target sequence (A8B2U2 whole entry, looked up): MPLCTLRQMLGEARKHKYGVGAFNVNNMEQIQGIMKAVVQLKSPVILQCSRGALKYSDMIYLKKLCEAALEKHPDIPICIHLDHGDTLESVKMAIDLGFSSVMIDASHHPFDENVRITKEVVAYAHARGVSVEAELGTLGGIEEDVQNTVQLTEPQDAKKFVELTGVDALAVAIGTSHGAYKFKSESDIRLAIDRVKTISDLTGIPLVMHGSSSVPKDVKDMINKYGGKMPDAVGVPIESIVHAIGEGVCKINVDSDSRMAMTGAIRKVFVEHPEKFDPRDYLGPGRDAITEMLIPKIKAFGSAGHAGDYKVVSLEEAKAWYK
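Giardia FBPA (40 nM reagent) was preincubated 10 min at RT with compound (up to 57.5 uM final), then substrate plus GAPDH/TPI/NAD/arsenate coupling system with diaphorase/resazurin was added; resorufin fluorescence (525/598 nm) was read after 20 min.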
AMA1 RON2 block – AMA1-RON2 (P. falciparum) interaction inhibition | AID 720542 | 360,000 compounds, 0.2% hits | AlphaScreen AMA1-biotinylated RON2 peptide binding | Potency, µM (highest dose often 58.2 µM), for inactives: at the top dose activity change, negative = inhibition, most hits filed as inhibitors;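 also: potency is read from the fitted curve at half-maximal effect; 0% = vehicle wells and -100% = peptide control; nearly all actives have a fitted effect of over 45% in size; some results filed as inactive show a strong effect at the top dose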
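AMA1 (3D7) with his tag at 25 nM final met compounds first, then biotinylated RON2 peptide at 25 nM; detection used donor plus acceptor beads, 10 µg/mL apiece, read by AlphaScreen after 30 min at room temperature.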
HCMV antiviral – blocks human cytomegalovirus replication; activity change, negative = inhibition, % at 57.5 µM; 410,000 compounds, 4.5% hits; AID 1259415; HFF cells, HCMV-luciferase reporter, 72 h; active compounds read low; in the data active = activity change below about -60%; inconclusive = no clear call, values can overlap the other calls; inactive = above about -39%
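Two compound doses tested in HFFs infected with HCMV-luciferase, MOI 1 PFU/cell, 72 h at 37C. Lysate luminescence read with OneGlo; data normalized against buffer-only and 10uM Salinomycin inhibitor controls.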
AmpC detergent – AmpC beta-lactamase inhibition with detergent present; AmpC hydrolysis of nitrocefin, absorbance 480 nm, 0.01% Triton; Potency, µM (top dose mostly 114 µM), for inactives: at the top dose activity change, negative = inhibition, actives largely listed as inhibitors; 370,000 compounds, 0.041% hits; P00811;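 also: potency is read from the fitted curve at half-maximal effect; 0% = no-compound wells and -100% = no-enzyme wells; nearly all actives have a fitted effect of over 25% in size; some results filed as inactive show a strong effect at the top dose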
Target sequence (P00811 whole entry, looked up): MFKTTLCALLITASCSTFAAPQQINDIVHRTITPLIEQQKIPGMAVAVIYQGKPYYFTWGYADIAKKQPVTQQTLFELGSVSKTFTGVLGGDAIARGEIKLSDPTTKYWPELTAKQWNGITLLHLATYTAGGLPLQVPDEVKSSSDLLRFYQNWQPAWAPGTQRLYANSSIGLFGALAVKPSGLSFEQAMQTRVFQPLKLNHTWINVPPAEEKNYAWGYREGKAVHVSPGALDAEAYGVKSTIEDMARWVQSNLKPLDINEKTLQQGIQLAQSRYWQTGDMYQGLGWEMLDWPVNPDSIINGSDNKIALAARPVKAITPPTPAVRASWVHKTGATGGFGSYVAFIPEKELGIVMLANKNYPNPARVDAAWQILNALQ
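20 mM phosphate pH 7.0 + 0.01% (detergent screen) or 0.0001% Triton X-100; 5.3 nM AmpC reagent; cpd preinc 15 min RT; nitrocefin (800 uM stock) to start; A480 q20 s × 4 min; Activity was normalised to no-enzyme and no-compound control wells.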
The depositor's hits bear a star; ? = inconclusive; / = no result given; & = joins results of further samples; [ ] = remark or other dose. Unless noted, calls follow the shape of the dose curve; as a rule, active = well fitted curve in the direction sought with a large enough effect; inconclusive = small, poorly fitted or top-dose-only effect, or another doubt; inactive = no such curve, though single readings can be large; an effect the other way counts as inactive or inconclusive. Unless noted, % is scaled to controls: 0 for no effect and ±100 for the full control effect.

1. Cc1ccc(NC(=O)Cn2c(-c3ccc4c(c3)OCO4)cn(-c3ccccc3)c2=O)cc1C
2. COC(=O)C1=C2SCC(=O)N2C(N)=C(C#N)C1
3. O=C(c1cn(Cc2ccccc2F)c2ncccc12)C(F)(F)F
4. Cc1ccc(CNC(=O)CNC(=O)[C@@H]2Cc3ccccc3CN2)cc1
5. Cc1ccc(-c2ccc(C(=O)O)c(C)n2)cc1
6. COc1cc(OC)c(C(=O)N2CCCC2)cc1OC
Compound	1	2	3	4	5	6
Sm TGR block	0.1%	0.5%	-0.4%	-15.5%	8.8%	0.6%
HCV inh	/	-17.8%	6.3%	21.0%	6.7%	13.7%
Giardia FBPA inh	/	-3.9%	-2.7%	-4.6%	7.5%	0.4%
AMA1 RON2 block	/	-1.7%	18.2%	5.0%	0.0%	-5.1%
HCMV antiviral	37.2	52.9	1.1	4.3	-4.5	-10.6
AmpC detergent	23.7%	-2.9%	-3.1%	-13.6%	3.3%	-5.0%

7. COc1cccc(/C=N/Nc2nnc(C)n2N)c1OCc1ccccc1Cl
8. CCN(c1ccc(NC(=O)COC(=O)CCC(=O)c2ccc(F)cc2)cc1)C(C)C
9. CS(=O)(=O)N1CCc2cc(-c3csc(NCC4CCCO4)n3)ccc21 (stereo not given)
10. COc1ccc2oc(=O)c(C(=O)N3CCCC3)cc2c1
11. Cc1cc[n+](Cc2ccc([N+](=O)[O-])cc2)cc1
12. Cc1ccnc(NS(=O)(=O)c2ccc(NC(=O)c3ccc(S(=O)(=O)N(C)C)cc3)cc2)n1
Compound	7	8	9	10	11	12
Sm TGR block	-10.1%	31.8%	15.7%	/	39.7%[activator]	-9.4%
HCV inh	22.4µM*	3.4%	-29.4%	?	-27.2%	7.5%
Giardia FBPA inh	5.1%	-12.3%	-6.3%	8.0%	2.8%	3.2%
AMA1 RON2 block	16.9%	-11.4%	8.6%	5.3%	21.8%	-2.3%
HCMV antiviral	-11.5	3.2	53.4	-37.5	52.0	-22.0
AmpC detergent	?	-8.6%	-14.2%	4.0%	1.9%	-5.2%

13. COc1ccccc1N1CCN(c2ncnc3c2c(-c2ccccc2)cn3-c2cccc(C)c2)CC1
14. CCn1nc(-c2ccccc2)c(-c2ccccc2)c(C(=O)Nc2ccccc2C(N)=O)c1=O
15. CCNC(=O)[C@H]1O[C@@H](n2cnc3c(N)nc(NCCc4ccc(CCC(=O)O)cc4)nc32)[C@H](O)[C@@H]1O
16. CCCCc1c(O)nc2sc3cc(OC)ccc3n2c1=O
17. O=C(c1cc(COc2c(F)cccc2F)on1)N1CCCCCC1
18. CCOC(=O)c1sc(NC(=O)c2ccncc2)nc1C
Compound	13	14	15	16	17	18
Sm TGR block	0.5%	3.4%	-22.8%	-3.9%	-31.9%	-1.7%
HCV inh	/	/	12.6%	-15.1%	1.3%	2.3%
Giardia FBPA inh	/	/	-1.7%	6.4%	/	-0.3%
AMA1 RON2 block	/	/	12.1%	2.7%	-3.2%	3.2%
HCMV antiviral	-8.5	22.6	-32.8	67.4	4.1	34.4
AmpC detergent	7.2%	6.5%	-4.6%	2.5%	-3.5%	-10.2%

19. CCOC(=O)CN(C)S(=O)(=O)c1ccc(-c2cc(C(=O)OC)sc2C(F)(F)F)cc1
20. O=C1CCN(C(=O)C(Cl)Cl)N1
21. O=C(Nc1ccc(S(=O)(=O)N2CCCC2)cc1)c1cnccn1
22. C[C@@H](C(=O)NC1CCCCC1)N1C(=O)N2CCc3c([nH]c4ccccc34)[C@@]2(C)C1=O
23. COc1cc(C)c(CN2CC=C(c3ccc(F)cc3)CC2)cc1C
24. Cn1c2c(c(=O)n(C)c1=O)C(c1ccccc1[N+](=O)[O-])CC(=O)N2 (stereo not given)
Compound	19	20	21	22	23	24
Sm TGR block	4.2%	-2.1%	1.6%	4.6%	1.1%	-2.9%
HCV inh	13.2%	11.6%	?	0.562µM*	-15.5%	/
Giardia FBPA inh	7.2%	-15.6%	4.2%	-10.5%	?	/
AMA1 RON2 block	0.5%	12.9%	-3.3%	-6.3%	?	/
HCMV antiviral	?	7.7	-2.7	9.9	-28.0	11.8
AmpC detergent	6.0%	0.6%	4.5%	-7.3%	?	-7.7%

25. Oc1[nH]c2ccccc2c1N=Nc1nc2ccccc2s1
26. Cc1nn(CCCC(=O)Nc2cc(Oc3ccccc3)cc([N+](=O)[O-])c2)c(C)c1[N+](=O)[O-]
27. O=C(O)c1cc(N/N=C/c2ccc(N3CCOCC3)cc2)ccc1Cl
28. CC1=NN(c2cccc(Cl)c2)C(=O)C12CC(C)=C(C)CS2 (stereo not given)
29. CCC(C(=O)NCC1CCCO1)n1nc(C)c2sc3ccccc3c2c1=O (stereo not given)
30. CCCc1cc(=O)[nH]c(SCC(=O)Nc2c(C)n(C)n(-c3ccccc3)c2=O)n1
Compound	25	26	27	28	29	30
Sm TGR block	-3.0%	0.6%	?	-6.3%	?	/
HCV inh	-4.0%	?	28.6%	1.2%	-24.8%	11.6%
Giardia FBPA inh	3.1%	-6.4%	1.3%	2.0%	/	/
AMA1 RON2 block	5.5%	-1.6%	0.0%	-7.1%	5.7%	-14.4%
HCMV antiviral	51.1	2.6	113.5	35.2	-38.8	13.4
AmpC detergent	3.5%	-12.1%	-4.7%	-7.7%	3.2%	/

31. COc1ccc(C)cc1S(=O)(=O)N(CC(=O)N1CCOCC1)c1cc(C)cc(C)c1
32. Cc1cccc(Oc2ccccc2N)c1
33. CCOc1ccc(C(=O)OCC(=O)Nc2nc(OC)cc(OC)n2)cc1OCC
34. COC(=O)C1=C(c2ccc(S(C)(=O)=O)cc2)C[C@@H]2CC[C@H]1N2C(=O)N1CCC(O)CC1
35. O=C(Nc1ccc(S(=O)(=O)N2CCN(c3ccccc3)CC2)cc1)c1cccs1
36. CCCCOc1ccc(/C=C/C(=O)OCC(=O)NC2CCS(=O)(=O)C2)cc1OCC (stereo not given)
Compound	31	32	33	34	35	36
Sm TGR block	3.6%	7.4%	-35.2%	/	-2.2%	-4.1%
HCV inh	29.7%	-4.3%	?	22.4%	?	?
Giardia FBPA inh	-2.6%	4.8%	4.2%	/	13.5%	/
AMA1 RON2 block	16.6%	-0.5%	-8.0%	1.0%	-5.7%	3.3%
HCMV antiviral	104.2	-1.3	15.9	16.1	-36.1	2.1
AmpC detergent	-4.8%	-2.9%	-14.3%	/	-7.5%	-16.1%

37. COc1ccc(CCN2CC(C(=O)NCc3cc(C(C)C)no3)CCC2=O)cc1 (stereo not given)
38. COc1cccc(/C=C2\SC(=S)N(CCC(=O)N3CCCCC3)C2=O)c1
39. Cc1cc(C(C)(C)C)ccc1OCCOCCN1CCCC1
40. CCc1ccccc1N1CN(Cc2cccnc2)CNC1=S
41. Cc1ccc(C(=O)N2CCc3ccccc32)cc1C
42. Cc1cc(C(=O)Nc2cccc3ccccc23)c(C)o1
Compound	37	38	39	40	41	42
Sm TGR block	13.2%	4.4%	6.6%	-6.5%	/	-6.8%
HCV inh	9.9%	0.1%	?	12.1%	-3.1%	-4.6%
Giardia FBPA inh	-8.5%	-0.9%	-13.4%	1.8%	/	3.8%
AMA1 RON2 block	0.0%	-13.0%	-18.6%	-27.6%	22.3%	-11.2%
HCMV antiviral	-34.9	?	-29.4	22.7	55.5	14.4
AmpC detergent	-0.7%	-14.0%	2.0%	-3.7%	/	-1.9%

5 compounds from above, limited to Giardia FBPA inh, Sm TGR block and AmpC detergent.
item | canonical_smiles | Giardia FBPA inh | Sm TGR block | AmpC detergent
3 | O=C(c1cn(Cc2ccccc2F)c2ncccc12)C(F)(F)F | -2.7% | -0.4% | -3.1%
4 | Cc1ccc(CNC(=O)CNC(=O)[C@@H]2Cc3ccccc3CN2)cc1 | -4.6% | -15.5% | -13.6%
5 | Cc1ccc(-c2ccc(C(=O)O)c(C)n2)cc1 | 7.5% | 8.8% | 3.3%
6 | COc1cc(OC)c(C(=O)N2CCCC2)cc1OC | 0.4% | 0.6% | -5.0%
7 | COc1cccc(/C=N/Nc2nnc(C)n2N)c1OCc1ccccc1Cl | 5.1% | -10.1% | ?

Compound profiles, from the list above.
Listed for `Cc1cc(C(=O)Nc2cccc3ccccc23)c(C)o1` → Sm TGR block: -6.8%; HCV inh: -4.6%; Giardia FBPA inh: 3.8%; AMA1 RON2 block: -11.2%; HCMV antiviral: 14.4; AmpC detergent: -1.9%
Listed for `CCc1ccccc1N1CN(Cc2cccnc2)CNC1=S` → Sm TGR block: -6.5%; HCV inh: 12.1%; Giardia FBPA inh: 1.8%; AMA1 RON2 block: -27.6%; HCMV antiviral: 22.7; AmpC detergent: -3.7%

New compounds follow.
43. O=C1NC(=O)C(=Cc2ccc(-c3ccc(F)cc3O)o2)C(=O)N1
44. CN(C)/C=C/C(=O)c1ccc(Oc2ccccc2)cc1
45. OC1C(O)C(O)C(O)C(O)C1O (stereo not given)
46. COc1ccc(C(=O)NCc2ccccc2)cc1Br
47. Cn1nc(-c2ccccc2)c(-c2nc(-c3ccc(Cl)cc3)no2)c1Cl
48. CCOc1ccc(S(=O)(=O)NCCC(=O)NCC(c2ccccc2OC)N2CCCC2)cc1 (stereo not given)
Compound	43	44	45	46	47	48
Sm TGR block	?	6.1%	7.7%&-5.2%&-2.8%	-2.9%	-7.4%	-4.6%
HCV inh	13.3%	8.0%	?	-7.1%	12.7%	12.6%
Giardia FBPA inh	3.9%	-7.2%	7.6%	-1.1%	-2.5%	/
AMA1 RON2 block	?	61.7%[activator]	-3.5%&7.0%&-3.6%	-0.4%	-28.5%	-7.9%
HCMV antiviral	-9.9	-7.6	?	-4.4	-30.9	48.1
AmpC detergent	-2.0%	-0.7%	-1.1%&-10.9%&1.5%	?	1.9%	-9.2%

49. CN(CCCN1CCOCC1)C(=O)c1cc(COc2ccc(F)cc2F)on1
50. C[C@H]1C=C(C(=O)NC2CC2)O[C@@H](OCc2ccc(CO)cc2)C1
51. CCN(C(=O)CSc1nnnn1-c1ccccc1OC)C1CCS(=O)(=O)C1 (stereo not given)
52. C=CCn1c(=NC(=O)c2ccc(S(=O)(=O)N3CCCC3)cc2)sc2cc(NC(C)=O)ccc21
53. CCOc1ccc(-n2cc(C(=O)NC(C)C)c3cc(OC)c(OC)cc3c2=O)cc1
54. CCN(CC(=O)Nc1c(F)cccc1F)C(=O)Cc1c(C)nc2ccccc2c1C
55. CSc1nc(N(C)NC(=O)c2ccccc2)c2ccccc2n1
56. COc1ccccc1C(=O)O/N=C(\N)c1ccccc1Cl
Compound	49	50	51	52	53	54	55	56
Sm TGR block	0.9%	4.4%	-2.9%	14.7%	5.0%	-15.5%	7.6%	-8.7%
HCV inh	7.7%	-3.2%	7.8%	-6.8%	-13.6%	-12.4%	?	-14.4%
Giardia FBPA inh	/	6.6%	/	6.2%	0.9%	/	2.8%	-8.2%
AMA1 RON2 block	24.6%	2.1%	1.0%	-6.3%	5.5%	41.3%[activator]	4.2%	0.0%
HCMV antiviral	-33.2	37.3	1.8	6.6	19.4	-10.4	-23.3	15.6
AmpC detergent	-7.3%	-0.8%	-15.3%	1.1%	-9.8%	-9.2%	-0.8%	-21.7%

From PubChem BioAssay
